# CRFBP-R2 block – antagonists of CRF-binding protein/CRF-R2 receptor complex; HEK293 CRF-R2/CRF-BP, CRF-induced calcium fluorescence; inhibition, % at 11.8 µM; hit rate 0.59% among 350,000; AID 588475;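 active = inhibition of the ligand-induced calcium signal above about 50% at the single tested concentration, limit read from the data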
# GalR3 antagonist – blocks the human galanin receptor 3; O60755; HEK293 GalR3-CNG cAMP membrane potential fluorescence; galR3 body fused to GalR1 C-terminus; inhibition, % at 3 µM; hit rate 0.44% among 360,000; AID 651719;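 active = inhibition above the screen-wide average plus 3 SD, cut at about 13% in these data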;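 note: forskolin and galanin both at EC90 stimulate the cells; cAMP rise reported by CNG channel membrane potential dye signal; 0% = forskolin plus galanin with DMSO and 100% = forskolin alone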
# Target sequence (O60755 1-299 limits assumed): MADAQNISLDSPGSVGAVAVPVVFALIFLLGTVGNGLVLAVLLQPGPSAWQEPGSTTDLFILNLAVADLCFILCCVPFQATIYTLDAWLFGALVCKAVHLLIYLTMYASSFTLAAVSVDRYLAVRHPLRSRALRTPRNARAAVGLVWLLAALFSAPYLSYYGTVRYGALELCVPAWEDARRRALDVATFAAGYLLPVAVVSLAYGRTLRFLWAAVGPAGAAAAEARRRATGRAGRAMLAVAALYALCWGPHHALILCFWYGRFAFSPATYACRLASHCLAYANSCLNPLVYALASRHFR
# IDE cell inh – inhibits human insulin-degrading enzyme in HEK cells | P14735 | FAbetaB cleavage, fluorescence polarization | inhibition, % at 5.59 µM | hit rate 0.41% among 320,000 | AID 434962;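 active = percent inhibition above the average of all tested compounds plus 3 SD, set per screening campaign, cut at about 16% in these data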;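 note: IDE supplied by intact live HEK cells; FP after avidin binding of uncleaved biotin substrate so inhibition keeps polarization high; 0% = DMSO wells and 100% = 60 µM reference IDE inhibitor Ii1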
# IDE act – boosts human insulin-degrading enzyme activity in HEK cells; P14735; FAbeta-B cleavage, fluorescence polarization; 0% vehicle, 100% cell-free pure enzyme wells; activation, % at 5.96 µM; hit rate 0.073% among 340,000;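 active = activation above the mean of all tested compounds plus 3 SD, set per screening campaign, cut at about 17% in these data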
# Starred values were filed as active, the others as inactive; · = no result given; & = joins results of further samples.
SMILES,CRFBP-R2 block,GalR3 antagonist,IDE cell inh,IDE act
C#CCOCCOCCOCCNc1nc(N2CCN(C(=O)CCCCCCCCCCNC(=O)[C@H](CCCCN)n3cc(CCCC(=O)O)nn3)CC2)nc(N2CCN(C(=O)CCCCCCCCCCNC(=O)[C@H](CCCCN)n3cc(CCCC(=O)O)nn3)CC2)n1,0.9,·,1.7,-5.7
CCCC(C(=O)OCCN(CC)CC)(c1ccccc1)c1ccccc1,-29.6,·,1.9,8.1
COc1cc(C(C)=O)ccc1O,13.4,·,0.5,8.8
CCN(CC)CCOCCOC(=O)C1(c2ccccc2)CCCC1,9.0,·,0.4,4.9
CN1C(=O)CC(c2ccccc2)C1=O (configuration not stated),0.1,·,-1.3,8.3
O=C(Nc1ccc(Cl)cc1)c1nc[nH]c1C(=O)NCCN(CCNC(=O)c1[nH]cnc1C(=O)Nc1ccc(Cl)cc1)CCNC(=O)c1[nH]cnc1C(=O)Nc1ccc(Cl)cc1,-4.7,·,1.8,2.7
CCC1NC(=O)c2cc(S(N)(=O)=O)c(Cl)cc2N1 (configuration not stated),-0.1,·,0.7,3.1
O=C1C(=O)c2ccccc2C(O)=C1C1CCC(c2ccc(Cl)cc2)CC1 (configuration not stated),7.3,·,0.1,8.1
C#CCOCCOCCOCCNc1nc(N2CCN(C(=O)CCCCCCCCCCNC(=O)[C@H](CCCCN)n3cc(CCO)nn3)CC2)nc(N2CCN(C(=O)CCCCCCCCCCNC(=O)[C@H](CCCCN)n3cc(CCO)nn3)CC2)n1,-2.0,·,6.4,9.6
O=C(N[C@H]1C/C=C\C[C@H](CC(=O)N(CCO)Cc2ccccc2)C(=O)NC[C@H](c2ccccc2)OC1=O)OCC1c2ccccc2-c2ccccc21,3.9,·,9.2,0.7
COc1ccc(NC(=O)Nc2cccc3c2O[C@H](CN(C)C(=O)Nc2ccc(C(F)(F)F)cc2)[C@@H](C)CN([C@H](C)CO)C3=O)cc1,3.0,·,7.4,1.1
CN(Cc1nc(-c2ccc(Cl)cc2)no1)C(=O)c1ccc2c(c1)OCO2,4.9,·,0.2,0.1
c1ccc2c(C[C@@H]3CNCCN3CCCCC3CCCCC3)cccc2c1,-7.4,·,2.8,8.9
C#CCOCCOCCOCCNc1nc(N2CCN(C(=O)CCCCCCCCCCNC(=O)Cn3cc(CCCCCN)nn3)CC2)nc(N2CCN(C(=O)CCCCCCCCCCNC(=O)[C@H](CO)n3cc(CCCSC)nn3)CC2)n1,-75.5,·,7.4,32.6*
COc1cc(NC(=O)c2[nH]cnc2C(N)=O)cc(C(=O)Nc2cccc(C(F)(F)F)c2)c1,9.7,·,8.2,-8.2
CCCC(CCC)C(=O)O,10.5&5.4,·,0.0&-0.1,5.1&7.2
C#CCOCCOCCOCCNc1nc(N2CCN(C(=O)CCCCCCCCCCNC(=O)Cn3cc(C[C@@H](C)O)nn3)CC2)nc(N2CCN(C(=O)CCCCCCCCCCNC(=O)[C@H](CCCCN)n3cc(C[C@@H](C)CC)nn3)CC2)n1,-19.9,·,-3.7,30.3*
C#CCOCCOCCOCCNc1nc(N2CCN(C(=O)CCCCCCCCCCNC(=O)Cn3cc(C[C@@H](C)O)nn3)CC2)nc(N2CCN(C(=O)CCCCCCCCCCNC(=O)[C@@H](CCSC)n3cc(CCO)nn3)CC2)n1,0.2,·,6.0,0.1
C[C@@H](CN1CCC[C@H]1CN1C(N)=NC[C@@H]1Cc1ccccc1)N1C[C@@H](Cc2ccccc2)N(CCc2ccc(Cl)c(Cl)c2)C1=N,45.5,·,6.9,7.3
C[C@@H]1CCCCCCCCC(=O)OCCN[C@H](C)CCCCCCCCC(=O)OCCN[C@H](C)CCCCCCCCC(=O)OCCN1,9.8,·,4.6,8.2
CC(C)C[C@@H](CO)N(Cc1ccccc1)S(=O)(=O)N(Cc1ccccc1)[C@H](CO)CC(C)C,-12.0,·,2.4,7.3
COc1ccc(OC)c(-c2csc(NC(=O)COC(=O)c3ccc(NC(=O)CC#N)cc3)n2)c1,11.5,·,-2.7,3.8
CN(C)S(=O)(=O)c1ccc(N2CCCC2)c(C(=O)OCC(=O)NC2(C#N)CCCCC2)c1,-7.5,·,1.9,6.3
COCCNc1nc(C)cc(-c2cc(C(=O)Nc3ccccc3)on2)n1,4.5,·,1.0,4.3
CC1CCN=C(N)S1 (configuration not stated),6.1,·,3.9,4.9
CNC1(C)[C@H]2CC[C@H](C2)C1(C)C (some centres not stated),13.4,·,6.1,0.3
O=C(NCC(c1ccco1)N1CCN(c2ccccc2)CC1)c1ccco1 (configuration not stated),-3.9,·,2.5,-3.6
C#CCOCCOCCOCCNc1nc(N2CCN(C(=O)CCCCCCCCCCNC(=O)Cn3cc(CCCCCN)nn3)CC2)nc(N2CCN(C(=O)CCCCCCCCCCNC(=O)[C@H]([C@@H](C)CC)n3cc(CCCCCN)nn3)CC2)n1,-60.7,·,-1.6,24.6*
Cc1ccc(S(=O)(=O)/N=C2\C=C(Nc3ccc(O)cc3)C(=O)c3ccccc32)cc1,21.6,·,-6.6,7.3
CCCCCN(C(=O)CCC(=O)OCC(=O)c1ccc(C(C)CC)cc1)c1c(N)n(CCCC)c(=O)[nH]c1=O (configuration not stated),14.2,·,17.0*,-4.1
Cc1ccnc2c1ccc1c(C)ccnc12,0.2,·,1.9,-1.5
CCOC(=O)c1ccccc1NC(=O)COC(=O)C(CCSC)NC(=O)COc1ccccc1 (configuration not stated),2.9,·,0.5,-0.6
CC[N+](CC)(CC)CCOc1cccc(OCC[N+](CC)(CC)CC)c1OCC[N+](CC)(CC)CC,-9.6,·,-4.1,1.9
CCN(CC(=O)Nc1c(F)cccc1F)C(=O)c1ccc(C)c(S(=O)(=O)N2CCCCC2)c1,-0.9,·,-2.3,-3.0
Cc1ccc(S(=O)(=O)N(Cc2cccc(F)c2)C(=O)N2CCN(C)CC2)cc1,-1.8,·,-7.0,16.3
COc1cccc(Nc2nn3c(=O)c4ccccc4nc3s2)c1,-2.1,·,5.0,-3.2
COc1cc(NC(=O)c2cc(-c3ccccc3)nc3c2cnn3C(C)C)cc(OC)c1OC,3.1,·,1.3,2.5
O=C(CCCN1CCC(O)(c2ccc(Br)cc2)CC1)c1ccc(F)cc1,-0.5,·,-2.9,3.0
CS(=O)(=O)c1nc([N+](=O)[O-])nn1CCCc1ccccc1,-6.0,·,1.3,1.0
COc1cc(NC(C)CCCN)c2ncccc2c1 (configuration not stated),27.1,·,-2.8,2.6
Cc1sc2ncnc(N3CCN(S(=O)(=O)c4ccccc4)CC3)c2c1C,-2.5,·,3.4,-4.6
CCC1CCCCN1C(=O)CCn1c(=O)oc2ccccc21 (configuration not stated),20.0,·,1.4,4.7
CC(C)c1cccc(-c2ccc3c(c2)S(=O)(=O)c2cccc(C(=O)NCc4ccccc4Cl)c2C3=O)c1,10.5,·,6.4,-0.8
CC(=O)OCC(=O)NCCCOc1cccc(CN2CCCCC2)c1,7.2,·,-4.1,4.3
Cc1cccc(C#Cc2ccccc2)n1,12.7,·,4.1,-2.9
Clc1ccc(C(c2ccccc2Cl)C(Cl)Cl)cc1 (configuration not stated),8.7,·,0.2,6.9
CC(=O)Oc1cc(O)c2c(=O)c(OC(C)=O)c(-c3ccc(OC(C)=O)c(OC(C)=O)c3)oc2c1,-27.4,·,-1.8,0.5
O=C(N[C@@H]1C/C=C\C[C@@H](CC(=O)N(CCO)Cc2ccccc2)C(=O)NCCOC1=O)OCC1c2ccccc2-c2ccccc21,6.8,·,1.3,3.9
CSc1ccccc1NC(=O)COC(=O)/C=C/c1ccco1,-5.7,·,7.3,2.7
Cc1ccc2cccc(OCC(=O)NCCC3=CCCCC3)c2n1,-9.2,·,-0.7,1.0
Nc1nonc1-n1nnc(C(=O)N/N=C/c2cc(Cl)ccc2O)c1CN1CCCCCC1,·,-2.7,4.9,3.4
O=C(Nc1cccc(N2C(=O)C=CC2=O)c1)c1cccs1,·,0.8,0.6,-21.7
COc1ccc(NC(=O)C(=O)NCC2CCCN2S(=O)(=O)c2ccc(C)cc2)cc1 (configuration not stated),·,-1.9,2.8,4.2
Cc1ccc(-c2csc(NC(=O)C3=COCCO3)n2)cc1C,·,-3.5,-5.8,5.1
CCOc1ccc(OCC(=O)N(CCC2=CCCCC2)c2c(N)n(Cc3ccccc3)c(=O)[nH]c2=O)cc1,·,4.2,0.1,2.5
CCCCN(C(=O)c1cc(-c2ccco2)nc2ccccc12)c1c(N)n(CCCC)c(=O)[nH]c1=O,·,-2.7,-0.2,3.8
COc1ccc(-c2ccc(NC(=O)c3ccco3)cc2)nn1,·,-2.0,-5.0,2.4
CCN(CC)S(=O)(=O)c1ccc2oc(SCC(=O)Nc3cc(C)on3)nc2c1,·,-3.5,3.0,3.8
CCOC(=O)C1=C(COc2ccccc2)NC(=O)NC1c1ccc2ccccc2c1 (configuration not stated),-4.0,-8.3,-1.1,·
O=C1C2C3CC(C(Br)C3Br)C2C(=O)N1c1nccs1 (configuration not stated),-16.2,-4.8,4.3,·

# (continued)
SMILES,CRFBP-R2 block,GalR3 antagonist,IDE cell inh,IDE act
CSc1nc(O)c(C(c2ccc(F)cc2)c2c(O)nc(SC)[nH]c2=O)c(=O)[nH]1,-1.6,-3.5,1.6,·
CC(CCCN(C)C)C(Cc1ccccc1)c1ccccc1 (configuration not stated),-7.1,-2.4,1.6,·
COc1ccc(C(=O)c2c(-c3ccsc3)oc3ccc(-c4ccc(OC)cc4)cc23)cc1,-14.3,-0.4,1.6,·
C#CCOCCOCCOCCNc1nc(N2CCN(C(=O)C([C@@H](C)CC)n3cc(C(N)COC(=O)C(F)(F)F)nn3)CC2)nc(N2CCN(C(=O)[C@H](CCC(=O)O)n3cc(C(N)CC(C)C)nn3)CC2)n1 (some centres not stated),1.2,0.6,5.1,·
COc1cccc(CN2CCN(S(=O)(=O)c3ccccc3)CC2)c1OC,0.8,5.5,-1.0,·
CCOC(=O)C1=C(c2ccc(O)cc2)NC(=O)NC1C (configuration not stated),-4.2,-4.3,9.2,·
CCOc1ccc(NC(=O)c2ccc(NC(=O)c3ccc(NC(N)=O)cc3)cc2)cc1,-11.1,-3.8,-2.8,·
CN(CCO)c1ccc(C=NNc2ccc([N+](=O)[O-])cc2S(=O)(=O)Nc2ccccc2C(=O)O)cc1,9.8,-2.1,-0.2,·
CC1(C)CC(=O)C=C(Nc2cccc(C(F)(F)F)c2)C1,8.4,-3.7,10.7,·
O=c1cc(C(O)C[N+](=O)[O-])occ1OCc1ccccc1 (configuration not stated),-1.2,-0.5,-4.3,·
O=c1onc(-c2ccccc2)n1-c1cc(Cl)cc(Cl)c1,-21.2,-8.2,-3.0,·
Cc1ccc(C(=O)N/N=C/c2cccc3ccccc23)cn1,0.2,0.6,0.6,·
S=c1[nH]ncn1NCc1cccc(Br)c1,-1.7,-4.4,1.6,·
Cc1onc(-c2ccccc2Cl)c1C(=O)N[C@@H](C)c1ccccc1,1.8,1.6,-1.1,·
COc1ccccc1-c1nnc(-c2ccc(F)cc2)o1,-4.1,-4.2,-4.2,·
O=CN1c2ccccc2CSc2ccccc21,-9.2,-3.9,-0.4,·
O=c1c2ccccc2nc(/C=C/c2ccc(Br)cc2)n1CCO,-1.4,-0.2,2.8,·
Cc1cccn(Cc2c(Cl)cccc2Cl)c1=O,-3.6,-5.8,-1.7,·
COc1cnn(-c2cccc(C(F)(F)F)c2)c(=O)c1Cl,1.0,-4.5,2.9,·
OCCCNc1nc(-c2ccccc2)c2cc(Cl)ccc2n1,-32.9,-3.5,11.3,·
CS(=O)(=O)N(CC(=O)N1CCc2ccccc2C1)c1ccccc1F,-0.5,-2.3,0.0,·
COc1ccc(CN2CCN(C(=O)c3ccco3)CC2)c(OC)c1OC,-3.4,7.1,4.0,·
c1ccc(Sc2ccccc2CN2CCCC2)cc1,6.2,-6.3,-1.4,·
c1ccc2c(c1)CSc1ccccc1N2,7.1,-2.0,-2.2,·
COc1cccc(NC(=O)CN(C)C(=O)c2cc3c(s2)CCC3)c1,17.4,-4.6,4.4,·
O=C(C[n+]1ccccc1)Nc1ccccc1,4.6,-4.7,0.2,·
CCOc1cc(C(=O)NC(C)C2CC3CCC2C3)cc(OCC)c1OCC (configuration not stated),3.4,-1.4,6.8,·
CC(C)[C@H](NS(=O)(=O)c1ccccc1)C(=O)Nc1nccs1,-7.8,-4.8,4.4,·
COc1cc2cc(-c3ccc(OC)c(OC)c3C)nc(N)c2cc1OC,-3.5,-2.1,-2.0,·
COc1ccc(S(=O)(=O)Nc2ccc(Nc3ccccc3)cc2)cc1,-3.9,-4.3,2.1,·

# One compound at a time, from the list above.
# Results for Cc1ccc(S(=O)(=O)/N=C2\C=C(Nc3ccc(O)cc3)C(=O)c3ccccc32)cc1 → CRFBP-R2 block = 21.6; GalR3 antagonist = ·; IDE cell inh = -6.6; IDE act = 7.3
# Results for CNC1(C)[C@H]2CC[C@H](C2)C1(C)C (some centres not stated) → CRFBP-R2 block = 13.4; GalR3 antagonist = ·; IDE cell inh = 6.1; IDE act = 0.3

# The list is partial. The share of hits here may be higher or lower than overall.
